High-throughput results from PubChem.
HP1b chromo inh: HTS for Inhibitors of HP1-beta Chromodomain Interactions with Methylated Histone Tails; AlphaScreen HP1-beta / biotin-H3K9me3 peptide binding; Potency, µM (titrated, usually from 114 µM), without a hit: at the highest dose activity change, negative = inhibition, usual class: inhibitors; AID 540317, 2011; actives 0.56% (n = 390,000); Chromobox protein homolog 1 (Homo sapiens), P83916; also: potency is read from the fitted curve at half-maximal effect; nearly all actives have a fitted effect of over 70% in size; inactives centre near 23
Target sequence (P83916 whole entry, looked up): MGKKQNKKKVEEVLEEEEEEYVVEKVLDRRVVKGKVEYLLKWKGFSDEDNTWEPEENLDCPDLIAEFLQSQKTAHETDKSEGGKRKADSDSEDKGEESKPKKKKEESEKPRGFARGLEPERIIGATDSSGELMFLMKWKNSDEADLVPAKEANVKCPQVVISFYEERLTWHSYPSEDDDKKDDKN
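AlphaScreen: HP1-beta (50 nM) preformed 30 min with biotin-H3(1-18)K9me3 peptide (50 nM) in PBS pH 7.4, 0.01% Tween-20. Compound added for 30 min at RT, then streptavidin donor/nickel chelate acceptor beads (10 ug/mL) for 30 min.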
mIDH1 inhibitor: qHTS for Inhibitors of mutant isocitrate dehydrogenase 1 (IDH1): qHTS | Isocitrate dehydrogenase [NADP] cytoplasmic (Homo sapiens), O75874 | IDH1-R132H enzyme, NADPH consumption, diaphorase/resazurin fluorescence | Potency, µM (titrated, usually from 76.6 µM), for inactives: top-dose activity change, negative = inhibition, usual class: inhibitors | actives 0.093% (n = 390,000) | AID 602179, 2012; also: potency is read from the fitted curve at half-maximal effect; % is scaled to controls: 0 for no effect and ±100 for the full control effect; nearly all actives have a fitted effect of over 65% in size
Target sequence (O75874 whole entry R132H, stated change not applied): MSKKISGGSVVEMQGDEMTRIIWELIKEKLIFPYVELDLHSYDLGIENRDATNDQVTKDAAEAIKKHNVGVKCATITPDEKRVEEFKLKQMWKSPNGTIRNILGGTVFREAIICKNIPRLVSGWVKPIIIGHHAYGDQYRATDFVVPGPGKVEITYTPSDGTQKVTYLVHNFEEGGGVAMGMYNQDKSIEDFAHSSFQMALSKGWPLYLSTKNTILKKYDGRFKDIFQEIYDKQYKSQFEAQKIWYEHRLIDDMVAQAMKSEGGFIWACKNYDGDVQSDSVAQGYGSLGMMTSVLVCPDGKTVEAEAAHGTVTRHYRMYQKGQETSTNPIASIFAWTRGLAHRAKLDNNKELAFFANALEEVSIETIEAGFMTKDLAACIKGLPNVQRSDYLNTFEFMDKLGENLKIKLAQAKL
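IDH1-R132H (0.5 ug/mL dispensed) in pH 7.5 Tris buffer was preincubated 30 min with compound, then given a substrate mix of 0.016 mM NADPH and 2 mM alpha-KG for 80 min at room temperature; remaining NADPH was read by diaphorase/resazurin fluorescence.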
GLS inh: qHTS for Inhibitors of Glutaminase (GLS); Glutaminase kidney isoform, mitochondrial (Homo sapiens), O94925; GLS enzymatic activity, qHTS titration; Potency, µM (titrated, usually from 45.5 µM), for inactives: at the highest dose activity change, negative = inhibition, actives largely listed as inhibitors; actives 0.21% (n = 410,000); AID 624170, 2012; also: potency is read from the fitted curve at half-maximal effect; % is scaled to controls: 0 for no effect and ±100 for the full control effect
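Read-out is an Amplex red fluorescence increase coupled through glutamate oxidase and HRP, measured before and after 30 min room-temperature incubation. hKGA is in 45 mM KH2PO4 (pH 8.2) with 0.02% Tween-20; glutamine added as 1mM solution.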
PI4K2A block: qHTS for small molecular inhibitors of PI4K2A; Phosphatidylinositol 4-kinase type 2-alpha (Homo sapiens), Q9BTU6; purified PI4K2A, ADP-Glo luminescence, 1 h; active compounds read low; activity change, negative = inhibition, % at 76.9 µM; actives 0.13% (n = 420,000); in the data active = activity change below about -50%; inconclusive = mostly about -30% to -49%;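 also: -100% = wells without enzyme as full effect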
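ADP-Glo luminescence measured ADP generated by PI4K2A enzyme (4 ug/mL before mixing) with 1.2 mM PI substrate (pre-mix) and 300 microM ATP (pre-mix). Tris pH7.5 buffer with MgCl2, Triton X-100; 1 h reaction at ambient temperature.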
rTrxR1 inhibitor: qHTS Assay for Inhibitors of Mammalian Selenoprotein Thioredoxin Reductase 1 (TrxR1): qHTS; recombinant rTrxR1, NADPH fluorescence consumption, selenite substrate; Potency, µM (top dose mostly 114 µM), without a hit: top-dose activity change, negative = inhibition, actives largely listed as inhibitors; actives 1% (n = 390,000); AID 588453, 2011; also: potency is read from the fitted curve at half-maximal effect; % is scaled to controls: 0 for no effect and ±100 for the full control effect; nearly all actives have a fitted effect of over 65% in size
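Rat TrxR1 (90 nM in the dispensed reagent) was pre-reduced with 400 uM NADPH for 5 min at room temperature, then incubated with compound for 15 min. After 400 uM selenite was added, NADPH fluorescence (Ex 340/Em 450 nm) was followed for 8 min.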
Tb PGK inh: qHTS Assay to Find Inhibitors of Phosphoglycerate Kinase; Phosphoglycerate kinase, glycosomal (Trypanosoma brucei brucei), P07378; PGK/GAPDH coupled, Kinase-Glo luminescence, 60 min; Potency, µM (doses to about 57.5 µM), inactives show top-dose activity change, negative = inhibition, hits mostly inhibitors; actives 0.043% (n = 380,000); AID 602233, 2012; also: potency is read from the fitted curve at half-maximal effect; % is scaled to controls: 0 for no effect and ±100 for the full control effect; nearly all actives have a fitted effect of over 60% in size
Target sequence (P07378 whole entry, looked up): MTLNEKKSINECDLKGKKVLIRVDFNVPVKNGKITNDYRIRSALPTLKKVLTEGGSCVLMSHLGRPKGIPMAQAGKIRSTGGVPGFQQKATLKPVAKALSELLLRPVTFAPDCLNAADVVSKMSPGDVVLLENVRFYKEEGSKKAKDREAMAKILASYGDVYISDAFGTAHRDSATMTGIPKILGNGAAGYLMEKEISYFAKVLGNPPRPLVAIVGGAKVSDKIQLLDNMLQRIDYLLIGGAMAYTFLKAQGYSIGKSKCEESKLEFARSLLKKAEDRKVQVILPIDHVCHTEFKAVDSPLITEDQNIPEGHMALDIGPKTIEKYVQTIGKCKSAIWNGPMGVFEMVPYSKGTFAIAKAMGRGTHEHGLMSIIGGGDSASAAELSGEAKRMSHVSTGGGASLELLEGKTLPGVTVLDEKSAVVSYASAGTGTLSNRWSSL
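Recombinant glycosomal PGK reaction used 1,3-bisphosphoglycerate generated in-well by GAPDH (100nM final) in 100mM TEA pH 7.6, 5mM MgCl2, 0.01% Tween-20. After 60 minutes at room temperature, ATP was read by Kinase-Glo Plus luminescence end-point.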
Pin1 inhibitor: qHTS Assay to Find Inhibitors of Pin1; Peptidyl-prolyl cis-trans isomerase NIMA-interacting 1 (Homo sapiens), Q13526; Pin1 FP peptide displacement, HiFluor488, 10 min; Potency, µM (titrated, usually from 115 µM), for inactives: at the highest dose activity, negative = inhibition, actives largely listed as inhibitors; actives 0.009% (n = 390,000); AID 504891, 2011; active = well fitted inhibition curve with a large enough effect in the polarisation, with a control signal flat, not every such curve was filed as active; inconclusive = small, poorly fitted or top-dose-only effect, or effect the other way, or a change in a side signal; inactive = no such curve, though single readings can be large or run the other way; the % refers to the polarisation; also: potency is read from the fitted curve at half-maximal effect; % is scaled to controls: 0 for no effect and ±100 for the full control effect
TrxR1 substrate: qHTS Assay for Substrates of Mammalian Selenoprotein Thioredoxin Reductase 1 (TrxR1): qHTS | Thioredoxin reductase 1, cytoplasmic (Rattus norvegicus), O89049 | purified TrxR1 substrate turnover, NADPH consumption readout | Potency, µM (top dose mostly 114 µM), without a hit: top-dose activity change, negative = substrate turnover | actives 0.01% (n = 390,000) | AID 588456, 2011; also: potency is read from the fitted curve at half-maximal effect; % is scaled to controls: 0 for no effect and ±100 for the full control effect; nearly all actives have a fitted effect of over 50% in size
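Rat TrxR1, dispensed at 90 nM, was prereduced with 400 uM NADPH (final) for 5 min at ~22 deg C, then incubated with compound 15 min before 400 uM selenite. A first-read NADPH fluorescence drop versus no-compound background flagged substrates.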
USP1 inh: Inhibitors of USP1/UAF1: Primary Screen; AID 743255, 2014; Potency, µM (highest dose often 57.1 µM), for inactives: top-dose activity change, negative = inhibition, most hits filed as inhibitors; recombinant USP1/UAF1, Ub-Rhodamine cleavage fluorescence; Ubiquitin carboxyl-terminal hydrolase 1 (Homo sapiens), O94782; actives 0.23% (n = 390,000); also: potency is read from the fitted curve at half-maximal effect; % is scaled to controls: 0 for no effect and ±100 for the full control effect; nearly all actives have a fitted effect of over 60% in size; inactives centre near -12
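Step one: compound is pinned into 1nM USP1/UAF1 in HEPES pH 7.8 buffer with TCEP. Step two: 15 min room-temperature incubation. Step three: Ub-Rho (150nM final) starts cleavage, tracked by fluorescence over six one-minute reads.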
* = called active by the depositor; i = inactive; ? = inconclusive; & = joins results of further samples; [ ] = remark or other dose. Unless noted, calls follow the shape of the dose curve; as a rule, active = well fitted curve in the direction sought with a large enough effect; inconclusive = small, poorly fitted or top-dose-only effect, or another doubt; inactive = no such curve, though single readings can be large; an effect the other way counts as inactive or inconclusive. Some of the compounds tested; count on the stated rates, not on these rows.

SMILES	HP1b chromo inh	mIDH1 inhibitor	GLS inh	PI4K2A block	rTrxR1 inhibitor	Tb PGK inh	Pin1 inhibitor	TrxR1 substrate	USP1 inh
CC1CCN(S(=O)(=O)c2cccc3cccnc23)CC1	13.5%	23.1%	-14.9%	2.5	7.0%[57.1 µM]	8.7%	-3.2%	-2.9%	-14.5%
O=C(COC(=O)/C=C/c1ccccc1)NC1CCCCC1	34.8%	-2.7%	2.4%	4.6	7.2%	-9.4%	-2.0%	3.6%	-14.1%
COc1cc(OC)cc(C(=O)N[C@H](C(=O)OCC(=O)N2CCN(S(=O)(=O)c3ccc(C)cc3)CC2)C(C)C)c1	22.6%	-4.0%	1.7%	-0.6	12.5%	-4.2%	-4.1%	-2.6%	-12.2%
CC(=O)Oc1ccc(/C=C(\NC(=O)c2ccco2)C(=O)NCc2ccccc2)cc1	11.3%	3.4%	-7.0%	1.5	13.9%	8.5%	-7.7%	-3.3%	1.1%
CCCn1c(N)c(Sc2ccccc2[N+](=O)[O-])c(=O)n(CCC)c1=O	14.0%	-5.5%	-6.0%	-4.5	25.6%[57.1 µM]	-6.1%	1.1%	9.1%[57.1 µM]	-14.6%
CCOC(=O)C(=CNc1ccccc1C)C(=O)OCC	47.3%	12.1%	-6.8%	-0.2	-18.8%	-0.3%	-1.1%	-14.0%	-10.4%
COC(=O)c1ccc(NS(=O)(=O)c2c(C)[nH]c(C)c2C(=O)N2CCCC2)cc1	60.1%[activator]	-9.7%	-14.3%	10.4	25.8%[57.1 µM]	i	-2.1%	1.5%[57.1 µM]	-19.3%
Cc1cccc(CC(=O)N2CCOCC2)c1	16.6%	-4.2%	4.3%	4.2	21.5%	-4.7%	-11.5%	-3.1%	-7.5%
Cc1cc(N)n(-c2ccc(S(=O)(=O)c3ccc(C(C)C)cc3)cc2)n1	20.0%	-1.4%	0.2%	-0.2	3.2%[57.1 µM]	0.5%	-0.8%	-3.0%[57.1 µM]	-13.9%
CCN(CC)CCCNC(=O)c1ccccc1NC(=O)C1=CSCCO1	31.8%	-7.7%	-1.1%	-7.2	0.6%[57.1 µM]	-7.7%	2.0%	-5.1%[57.1 µM]	-5.5%
Cc1c(Br)c(C(=O)NNC(=O)c2ccc(C(C)(C)C)cc2)nn1C	62.7%[activator]	-4.0%	-4.9%	1.9	20.6%	i	-5.6%	-3.8%	-19.0%
COc1cc(CC(=O)Nc2ccc(Cl)c(C(F)(F)F)c2)cc(OC)c1OC	22.1%	4.7%	7.1%	-4.0	8.0%	-1.1%	-0.5%	-6.6%	-2.4%
O=C(Nc1ccccc1)NN(C(=O)CCl)c1ccccc1	21.0%	-7.3%	0.0%	1.7	7.94µM*	i	1.4%	6.3%	?
CC(=O)N/N=C/c1ccc(OCCOc2ccc(Br)cc2)cc1	11.4%	6.6%	7.6%	5.4	-1.4%	-28.6%	-0.6%	-7.6%	-4.7%
OC(COc1ccc2ccccc2c1)Cn1cncn1 (stereo unspecified)	31.3%	-6.3%	3.7%	6.3	3.0%[57.1 µM]	5.7%	0.0%	1.0%[57.1 µM]	-8.4%
O=C(NCc1cc(C(F)(F)F)cc(C(F)(F)F)c1)C1CC(c2ccccc2C(F)(F)F)=NO1 (stereo unspecified)	29.0%	4.1%	0.5%	-0.1	20.0%[57.1 µM]	-4.9%	?	0.3%[57.1 µM]	-26.7%
Cc1cccc(CCNc2nc3ccc(C)cc3n3cnnc23)c1	5.2%	3.2%	2.2%	-0.1	-0.6%	i	?	5.0%	-14.3%
CCN(C[C@H]1N[C@@](Cc2ccccc2)(C(=O)OC)[C@H]2C(=O)N(C)C(=O)[C@@H]12)S(=O)(=O)c1ccc(-c2ccccc2)cc1	41.0%	-5.1%	8.0%	-2.3	24.8%	-2.1%	5.2%	1.8%	-25.0%
CCN(CC(=O)NCc1ccc(F)cc1)C(=O)c1cccc(S(=O)(=O)N(C)c2ccc(OC)cc2)c1	30.8%	-6.4%	-4.1%	-1.7	8.1%	7.2%	1.0%	0.2%	-10.7%
CSCc1ccc(C(=O)Nc2ccc(C(N)=O)cc2)cc1	65.8%[activator]	-6.0%	2.4%	-1.8	17.6%	-9.7%	5.2%	3.1%	-20.5%
CC(=O)Nc1ccc(S(=O)(=O)N2CCC(c3nnc(-c4ccc(C)cc4)o3)CC2)cc1	36.7%&37.3%	6.8%&-8.7%	2.3%&1.4%	0.5&5.4	10.2%[57.1 µM]	-7.5%&-6.8%	0.4%&-8.7%	0.1%[57.1 µM]	-23.3%&-11.7%
COc1ccc(/C=N/NC(N)=S)cc1	23.8%	3.3%	-31.2%	5.7	-25.2%	-1.0%	-0.3%	-10.5%	-3.0%
O=c1ncn(-c2ccc(F)cc2)c2ncccc12	33.0%	0.1%	-9.4%	-5.1	28.2%	-0.6%	-3.4%	10.4%	-24.0%
Cc1ccc(C(=O)NC(=S)NNC(=O)c2ccccc2O)cc1	23.8%	0.2%	-9.0%	5.3	5.2%[57.1 µM]	i	14.2%	-9.5%[57.1 µM]	-17.5%
Cn1c(SCc2cccc(Cl)c2)nc(C(F)(F)F)cc1=O	61.9%[activator]	8.4%	-3.2%	1.5	13.2%	6.1%	-1.0%	-3.3%	-20.0%
Cc1ccccc1OCC(O)CN1CCN(c2ccccn2)CC1 (stereo unspecified)	-7.8%	-0.6%	-1.9%	0.6	-1.2%[57.1 µM]	7.5%	-1.1%	6.2%[57.1 µM]	-5.9%
O=C(Nc1ccc(Br)cc1Br)C1CC(=O)N(Cc2ccccc2)C1 (stereo unspecified)	5.1%	1.9%	2.5%	0.3	4.5%	-5.2%	2.0%	2.1%	-1.7%
Cc1ccsc1/C=N/N1CCN(c2ccccn2)CC1	-34.7%	17.9%	27.7%	-2.1	3.7%	i	5.3%	-6.9%	-25.2%
Cc1cc(C)n(-c2ccc(Cl)c(C(=O)Nc3ccc(-c4nnc5n4CCCCC5)cc3)n2)n1	-3.2%	4.6%	0.1%	-2.5	20.1%[57.1 µM]	0.3%	9.8%	13.6%[57.1 µM]	-10.2%
CCOC(=O)C(=O)Nc1ccc([N+](=O)[O-])cc1OC	22.6%	3.5%	6.5%	-4.0	-15.9%	-4.5%	0.3%	-8.0%	-19.0%
CCN(CC)S(=O)(=O)c1ccc(/C=C/C(=O)Nc2ccc(F)c(F)c2F)cc1	3.2%	1.5%	4.2%	-4.3	20.6%	i	-0.5%	8.8%	-6.3%
Cc1nnc(SCC(=O)NCc2ccco2)n1-c1ccc(F)cc1	32.0%[activator]	4.5%	-7.7%	1.4	4.3%	-5.6%	-1.0%	8.1%	-17.5%
Cc1ccc(S(=O)(=O)N(CCC(=O)N2CCOCC2)c2ccccc2)cc1	14.8%	1.3%	3.2%	2.2	20.0%	6.9%	-3.4%	11.9%	-11.7%
Cc1cccc(CCN2C(Nc3ccccc3)=NC[C@@H]2C)c1	28.6%	-7.9%	2.2%	-1.2	0.3%	0.7%	-7.2%	-2.5%	-18.4%
Cc1[nH]c(=O)[nH]c(=O)c1/C=N/NC(=O)[C@H](C)N	32.5%	1.9%	-1.4%	-6.1	1.1%	-8.1%	-9.7%	10.4%	-19.6%
O=C1CCc2cc(S(=O)(=O)NC(Cc3ccccc3)C(=O)NC3CCCC3)ccc2N1 (stereo unspecified)	55.7%[activator]	13.3%	-5.1%	-7.4	18.2%	i	-0.2%	3.1%	-25.4%
COc1cc(OC)cc(C(=O)NC(C(=O)Nc2ccc3c(c2)OCO3)C(C)C)c1 (stereo unspecified)	2.9%	-1.1%	-1.4%	2.3	12.4%	-2.8%	-7.2%	-6.2%	-16.3%
CC1=C(C(=O)OCC2CCCO2)C(c2ccncc2)C2=C(CCCC2=O)N1 (stereo unspecified)	27.6%	14.3%	12.4%	0.6	-22.6%	-4.2%	-0.9%	64.3%[activator]	1.7%
